Screens from PubChem BioAssay.
G9a block = G9a (human) methyltransferase inhibition | Q96KQ7 | G9a H3K9 monomethylation, AlphaScreen, 2 h | Potency, µM (doses to about 102 µM), without a hit: at the top dose activity, negative = inhibition, actives largely listed as inhibitors | 8.8% of 350,000 active | AID 504332; also: % is scaled to controls: 0 for no effect and ±100 for the full control effect; nearly all actives have a fitted effect of over 75% in size
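G9a (20 nM) was preincubated 15 min with compound, then reacted 2 h at room temperature with 500 nM biotin-H3K9 peptide and 20 µM SAM. Monomethyl-H3K9 detected by AlphaScreen using anti-H3K9me1 antibody.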
Pol iota inh = DNA polymerase iota (human) inhibition; Potency, µM (doses to about 115 µM), for the others: at the highest dose activity, negative = inhibition, actives largely listed as inhibitors; 1% of 390,000 active; Pol iota fluorescent replication assay, 10 min; AID 588590; Q9UNA4
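Pol iota at 10 nM preincubated 15 min with compounds at room temperature; reaction started with fluorescent substrate, 50 nM final. Fluorescence read kinetically at 0 and 10 min; buffer-only wells as negative control.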
Pol eta inh = DNA polymerase eta (human) inhibition. recombinant Pol eta, fluorescent DNA replication assay. Potency, µM (doses to about 114 µM), without a hit: at the top dose activity change, negative = inhibition, most hits filed as inhibitors. 1.2% of 390,000 active; also: % is scaled to controls: 0 for no effect and ±100 for the full control effect
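Pol eta at 10 nM preincubated with compounds 15 min at room temperature; reaction started with fluorescent substrate (50 nM final) and read kinetically at 0 and 10 min.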
APE1 inh = blocks human APE1 abasic DNA cleavage. P27695. recombinant APE1, TAMRA/BHQ-2 abasic DNA cleavage fluorescence. Potency, µM (highest dose often 65.8 µM), for the others: at the top dose activity change, negative = inhibition, hits mostly inhibitors. 0.35% of 350,000 active. AID 2517;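 also: plate controls were vehicle for no effect and reference inhibitor for full effect; nearly all actives have a fitted effect of over 55% in size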
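Step 1: APE1 (0.75 nM) with compound, 15 min RT. Step 2: add 50 nM fluorophore/quencher THF duplex. Step 3: three fluorescence reads 60 s apart (525/598 nm); read 3 minus read 1 = reaction progress.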
BLM helicase inh = blocks DNA unwinding by human BLM helicase; Potency, µM (doses to about 56.1 µM), for the others: at the top dose activity change, negative = inhibition, hits mostly inhibitors; P54132; recombinant BLM DNA unwinding, fluorescence dequenching; 0.2% of 350,000 active;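 also: plate controls were vehicle for no effect and no enzyme for full effect; nearly all actives have a fitted effect of over 35% in size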
Apoferritin bind = candidate novel general anesthetic via apoferritin binding; P02791; apoferritin/1-aminoanthracene competitive binding, fluorescence; Potency, µM (titrated, usually from 77.5 µM), without a hit: top-dose activity change, negative = displacement, most hits filed as inhibitors; 0.074% of 350,000 active; also: % is scaled to controls: 0 for no effect and ±100 for the full control effect; nearly all actives have a fitted effect of over 20% in size
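Horse-spleen apoferritin (10 uM) in 50% saturated 1-aminoanthracene in PBS was incubated 10 min at room temperature with compound. Fluorescence (ex 380, em 535 nm) was normalized to free and bound 1-AMA, with concentration-response fitted by a four-parameter Hill equation.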
POLK inh = inhibitors of human DNA polymerase kappa | Potency, µM (top dose mostly 107 µM), for inactives: at the top dose activity, negative = inhibition, hits mostly inhibitors | 0.53% of 400,000 active | Q9UBT6 | AID 588579 | purified Pol kappa, fluorescent DNA synthesis assay, 10 min; also: % is scaled to controls: 0 for no effect and ±100 for the full control effect
Target sequence (Q9UBT6 whole entry, looked up): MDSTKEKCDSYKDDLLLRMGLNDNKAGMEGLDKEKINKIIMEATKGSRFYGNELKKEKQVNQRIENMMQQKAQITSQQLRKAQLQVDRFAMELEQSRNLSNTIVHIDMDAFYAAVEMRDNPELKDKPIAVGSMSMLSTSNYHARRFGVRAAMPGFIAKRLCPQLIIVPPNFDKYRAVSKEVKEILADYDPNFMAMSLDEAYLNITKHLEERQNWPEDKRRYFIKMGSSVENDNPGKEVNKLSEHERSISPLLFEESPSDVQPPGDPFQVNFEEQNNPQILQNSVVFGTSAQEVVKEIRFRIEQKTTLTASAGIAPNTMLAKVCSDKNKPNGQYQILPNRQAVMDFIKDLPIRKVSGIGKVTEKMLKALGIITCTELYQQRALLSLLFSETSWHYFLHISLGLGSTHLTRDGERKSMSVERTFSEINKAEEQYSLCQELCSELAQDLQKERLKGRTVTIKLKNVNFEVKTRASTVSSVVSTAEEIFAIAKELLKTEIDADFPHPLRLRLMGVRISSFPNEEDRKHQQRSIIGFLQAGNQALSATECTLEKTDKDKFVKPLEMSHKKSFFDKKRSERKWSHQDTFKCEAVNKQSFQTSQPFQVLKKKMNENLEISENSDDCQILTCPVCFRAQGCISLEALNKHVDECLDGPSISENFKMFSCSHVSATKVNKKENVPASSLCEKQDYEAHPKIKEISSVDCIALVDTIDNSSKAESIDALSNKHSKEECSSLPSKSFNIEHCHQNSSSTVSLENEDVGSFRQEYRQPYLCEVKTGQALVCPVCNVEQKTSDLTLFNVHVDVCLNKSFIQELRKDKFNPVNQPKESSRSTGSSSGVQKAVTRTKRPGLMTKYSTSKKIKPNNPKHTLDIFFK
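Inhibition of 10 nM Pol kappa is measured by a fluorescent read-out at 0 and 10 min following addition of 50 nM substrate (final), with a 15-min room-temperature compound preincubation.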
POLB inh = blocks human DNA polymerase beta activity. P06746. Pol beta primer extension/strand displacement, fluorescence kinetic. Potency, µM (top dose mostly 114 µM), for the others: at the top dose activity change, negative = inhibition, usual class: inhibitors. 1.3% of 340,000 active. AID 485314; also: % is scaled to controls: 0 for no effect and ±100 for the full control effect
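Enzyme-only controls used 10 nM Pol beta; buffer lacking enzyme served as negative control. Compound preincubated 15 min, then 50 nM substrate added; 0 and 10 min reads at room temperature.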
BAZ2B block = BAZ2B (human) inhibition | AlphaScreen BAZ2B-H3K14Ac peptide displacement | AID 504333 | Q9UIF8 | 4.4% of 360,000 active | Potency, µM (highest dose often 114 µM), for the others: at the top dose activity change, negative = inhibition, most hits filed as inhibitors; also: % is scaled to controls: 0 for no effect and ±100 for the full control effect; nearly all actives have a fitted effect of over 60% in size
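Protein-peptide AlphaScreen: BAZ2B 50 nM, b-H3K14Ac 50 nM, 1x PBS pH 7.4 + 0.01% Tween-20. Preincubation 30 min RT; cpd 30 min RT (top 110 uM); beads 20 min RT, light-protected.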
Starred values were filed as active, the others as inactive; ? = inconclusive; nt = no result given; [ ] = another dose, or the depositor's remark. Calls follow the shape of the dose curve; as a rule, active = well fitted curve in the direction sought with a large enough effect; inconclusive = small, poorly fitted or top-dose-only effect, or another doubt; inactive = no such curve, though single readings can be large; an effect the other way counts as inactive or inconclusive. Potency is read from the fitted curve at half-maximal effect.

Value order: G9a block, Pol iota inh, Pol eta inh, APE1 inh, BLM helicase inh, Apoferritin bind, POLK inh, POLB inh, BAZ2B block
Cc1ccccc1OCC(=O)Nc1sc2c(c1C#N)CCC2
 : 2%[12.7 µM], 15%, -12%, 1%, -3%, 10%, -1%, -21%, 11%
CC1CCn2c(nc3cc(C(=O)NCc4ccc(F)cc4)ccc32)C1 (centres undefined)
 : -24%[59 µM], 5%, 1%, nt, 0%, -12%, -8%[60.1 µM], 0%, 2%
COc1ccc(C)cc1NC(=O)CNC(=O)[C@@H]1Cc2ccccc2CN1
 : 45µM*, 25%, 6%, 51%[activator], 1%, -7%, -16%, -16%, -6%[57.1 µM]
O=C(CSc1nnc2c(n1)[nH]c1ccccc12)Nc1nncs1
 : 27%, 20%, -21%, 21%, 3%, 7%, -10%, 2%, 3%
Fc1ccccc1Nc1c2c(nc3ccccc13)CCC2
 : -10%[59 µM], 33%[activator], -33%, nt, 2%, -2%, -8%, 3%, -20%
Cc1nc(NC(=O)C2CC2)sc1C(=O)Nc1ccccc1
 : nt, 132%[activator], 1%, -9%, -2%, 3%, -1%, -24%, 5%
COc1ccccc1N1CCN(C(=O)C2Cc3ccccc3CN2C(=O)c2ccco2)CC1 (centres undefined)
 : 12%[59 µM], -10%, 5%, 4%, nt, nt, -15%, nt, 9%
COc1cccc(-c2nc(NC3CCNCC3)c3ccccc3n2)c1
 : 14%[0.501 µM], nt, nt, -7%, 144%[activator], nt, -8%[60.1 µM], nt, nt
CN(/N=C/c1ccco1)C1=NS(=O)(=O)c2ccccc21
 : -23%, 48%[activator], -15%, -1%, -15%, -4%, -6%, 20%, 0%
Cn1c(=O)c2cnc(-c3ccc(C(F)(F)F)cc3)nc2n(C)c1=O
 : nt, 28%, -4%, 1%, -3%, 2%, 6%, 21%, 3%
O=C(Nc1ccc(NC(=O)c2ccco2)nc1)c1cccnc1
 : 22%[59 µM], 6%, -9%, 4%, 3%, -6%, 10%, 13%, 11%
CCOc1cc(C2c3c(oc4cc(C)c(Cl)cc4c3=O)C(=O)N2Cc2ccco2)ccc1O (centres undefined)
 : 16%[59 µM], 2%, -10%, 1%, -4%, -12%, 0%, 8%, 5%
CC(C)N1C(=O)CCC1C(=O)N1CCN(c2ccc(F)cc2)CC1 (centres undefined)
 : 13%[59 µM], 47%[activator], -15%, 0%, 0%, 3%, -13%, 12%, 3%
O=C(/C=C/c1ccc2c(c1)OCCO2)N1CCN(c2ccc(F)cc2)CC1
 : 1%, 0%, -6%, 12%, -1%, -3%, 7%, 0%, -5%
CN(C)CC(O)COc1ccc(-c2ccc(C#N)cc2)cc1 (centres undefined)
 : -6%[59 µM], nt, nt, 1%, 3%, -12%, nt, 0%, 0%
CCN1CCc2nc(NC(=O)c3ccccc3)sc2C1
 : ?, 20%, -5%, 5%, -7%, -17%, -11%, 7%, -18%
CCOc1ccc(C(CC(=O)O)NC(=O)c2ccco2)cc1OC (centres undefined)
 : -27%[2.33 µM], -7%, -14%, 9%, 0%, 11%, 10%, -3%, 3%
COc1cccc(N2CCN(Cc3nnc(-c4ccc5c(c4)OCO5)o3)CC2)c1
 : -1%[59 µM], 22%, -24%, nt, 0%, 4%, 9%, 12%, 0%
O=c1[nH]cnc2sc3c(c12)CCCCC3
 : 4%, 19%, 5%, 6%, 1%, ?, -6%, 13%, -17%
COC(=O)CC1C(=O)NCCN1C(=S)NC(=O)C(c1ccccc1)c1ccccc1 (centres undefined)
 : ?, 123%[activator], -5%, 7%, -1%, -1%, -3%, 14%, 11%
Cc1cc(Cl)ccc1OCCCC(=O)N1CCCCC1
 : 15%[12.7 µM], 16%, -8%, 14%, 0%, ?, -5%, 3%, 47%[activator]
CCN(C(=O)CSc1nnc(-c2ccco2)n1Cc1ccccc1)C1CCS(=O)(=O)C1 (centres undefined)
 : ?, 28%, -2%, 46%, nt, nt, -6%, nt, -36%
COc1nccc(C(F)(F)F)c1C(=O)NC(=O)Nc1c(C)cccc1C
 : 7%, 102%[activator], -4%, -2%, -4%, -1%, -7%, 22%, -1%
O=C1CCCC/C1=C/Nc1ccc(S(=O)(=O)Nc2ncccn2)cc1
 : 5%[59 µM], ?, ?, -4%, 5%, -5%, -17%, 19%, ?
Cc1cccc(-n2ccnc2SCC(=O)Nc2cccc3ccccc23)c1
 : 13µM*, 9%, -9%, nt, -7%, -6%, -2%[60.1 µM], 31%, 16µM*
O=C(CCCC(=O)N1CCCc2ccccc21)N1CCCc2ccccc21
 : 21%, ?, 3%, -5%, 1%, -14%, 0%, -2%, 10%
CC1=C(C(=O)OCc2ccccc2)C(c2ccccc2Br)NC(=O)N1 (centres undefined)
 : nt, 104%[activator], -19%, -10%, -4%, -14%, -4%, 8%, -12%
COc1ccc(NC(=O)CN2CCN(C3CCCCC3)C(=O)C2=O)cc1
 : -1%[59 µM], 15%, 2%, nt, -2%, 50%[activator], -11%[60.1 µM], -4%, -25%
C/C=C(/C)C(=O)O[C@@H]1[C@H](OC(C)=O)c2c(ccc3ccc(=O)oc23)OC1(C)C
 : -9%, -15%, -14%, 3%, -3%, ?, -8%, ?, -7%
CN(C)C1=NCCN1CC1CCCCCC1
 : 18%[2.33 µM], -12%, 0%, 16%, nt, nt, -10%, nt, 10%
Cc1cc(C)c(OCC(=O)Nc2ccccc2N2CCOCC2)c(C)c1
 : 13%[59 µM], -10%, -14%, -3%, -8%, 35%[activator], -16%, 4%, nt
O=C(CSc1nnc(CNc2ccc(Cl)cc2)o1)Nc1nc2c(s1)CCCC2
 : 43%[59 µM], -5%, -15%, -1%, -6%, -21%, -13%, -1%, 0%
CCOC(=O)C1CCCN(Cc2cn3c(-c4ccc(Br)cc4)nnc3s2)C1 (centres undefined)
 : -13%[59 µM], 31%[activator], -10%, nt, -1%, -2%, -1%[60.1 µM], 0%, 3%
CCOC(=O)c1csc(NNC=O)n1
 : 0%[59 µM], 10%, -4%, -7%, 2%, 3%, -16%, 36%, -5%
COc1ccc(/C=C/C(=O)NC(=S)NNC(=O)c2cc(OC)c(OC)c(OC)c2)cc1
 : nt, 57%[activator], -5%, 29%, -4%, -12%, -2%, 15%, 9%
CCc1noc(C)c1C(=O)OCC(=O)Nc1cccc(C)c1
 : 6%[12.7 µM], 27%, -7%, 10%, nt, nt, -10%, nt, 1%
Cc1cc(C)c2c(=O)cc(C(=O)Nc3sc4c(c3C(=O)NCc3ccccc3)CCCC4)oc2c1
 : 4%[59 µM], 18%, -5%, nt, 2%, 4%, -10%, -12%, 2%
Cc1ccc(C)c(NC(CC(=O)c2ccccc2)C(=O)OCC(=O)c2cccs2)c1 (centres undefined)
 : 28µM*, 20%, 2%, -3%, -7%, -3%, -12%, ?, -7%
CN(CCNC(=O)CN1C(=O)CSc2ccc(S(=O)(=O)N3CCCC3)cc21)Cc1ccccc1
 : ?, 10%, -6%, 5%, 9%, -7%, -8%, 0%, 3%
Cc1ccc2c(=O)cc(C(=O)Nc3nc4ccc(Cl)cc4s3)oc2c1
 : -31%[59 µM], 5%, 2%, nt, -24%, -3%, 3%, -1%, -2%
O=C(OCc1cc2ccccc2[nH]c1=O)c1ccccc1
 : ?, 10%, -7%, -9%, -1%, -19%, -7%, 40%, -3%

A portion of the library, so the mix of outcomes need not match the whole.
